Source: PubChem BioAssay (National Center for Advancing Translational Sciences (NCATS))
Tau fil binding: tau filament binding; P10636; 2% of 71,000 active; recombinant tau filaments, thioflavin S fluorescence, 15 h; filaments grown with octadecylsulfate alongside compound; Potency, µM (series often up to 57.1 µM), inactives show top-dose activity change, negative = inhibition;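 further: potency means the concentration at half of the fitted maximal effect; on the % scale 0 is the no-effect control and ±100 the full control effect; actives lower thioflavin S fluorescence by blocking filaments or displacing dye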
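His-tagged recombinant human tau (exons 2, 3 and 10 included), 1 uM, was induced to fibrillize by 30 uM sodium octadecylsulfate with compound present. After 15 h at 37 C, thioflavine S fluorescence (ex 450, em 510 nm) was read.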
Rhodamine autofl: compound autofluorescence in rhodamine spectral region; Rhodamine-region fluorescence, 547/598 nm, Tris buffer; active compounds read high; max dye-equivalent concentration, M; 0.05% of 59,000 active; in the data active means max dye-equivalent concentration above about 11 nM; inconclusive means between about 1.1 nM and that limit
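Intensities are converted to rhodamine-equivalent concentration using a six-point rhodamine standard on each plate. Compounds sit 15 min at room temperature in 100 mM Tris buffer, pH 8.0; read uses the 547/598 nm excitation/emission pair.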
HADH2 inh: HADH2 (human) dehydrogenase inhibition; Q99714; recombinant HADH2, NADH fluorescence, beta-hydroxybutyryl-CoA; Potency, µM (titrated, usually from 57.1 µM), for inactives: at the highest dose activity change, negative = inhibition, hits mostly inhibitors; 3.4% of 73,000 active; AID 886; further: potency means the concentration at half of the fitted maximal effect; on the % scale 0 is the no-effect control and ±100 the full control effect; nearly all actives have a fitted effect of over 60% in size; many of its hits are not listed in these tables
Target sequence (Q99714 whole entry, looked up, one chain of several): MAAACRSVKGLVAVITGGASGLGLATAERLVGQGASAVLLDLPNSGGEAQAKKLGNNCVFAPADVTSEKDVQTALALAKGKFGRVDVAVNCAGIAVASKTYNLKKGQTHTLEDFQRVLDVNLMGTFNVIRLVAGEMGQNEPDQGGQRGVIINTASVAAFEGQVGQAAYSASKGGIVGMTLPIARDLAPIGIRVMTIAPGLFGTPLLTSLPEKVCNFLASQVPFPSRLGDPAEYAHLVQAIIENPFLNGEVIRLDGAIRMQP
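NADH fluorescence (ex 360/em 450 nm) read every 30 s for 4 min; activity taken as last-minus-first time point difference. Enzyme 20 nM, NAD+ 1 mM, beta-hydroxybutyryl-CoA 90 uM, pH 9.0 Tris buffer.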
ALOX15 inhib: inhibitors of human 15-lipoxygenase (ALOX15). 1.4% of 74,000 active. Potency, µM (series often up to 57.1 µM), for the others: at the highest dose activity change, negative = inhibition, hits mostly inhibitors. purified 15hLO-1, xylenol orange hydroperoxide absorbance; further: potency means the concentration at half of the fitted maximal effect; on the % scale 0 is the no-effect control and ±100 the full control effect; nearly all actives have a fitted effect of over 55% in size
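Purified human 15hLO-1 (40 nM) in 25 mM Hepes pH 7.5, 0.01% Triton X-100, preincubated 15 min RT with compound, then 50 uM arachidonic acid for 6 min. Hydroperoxide read by ferrous/xylenol orange, 30 min; 573/405 nm absorbance ratio gave progress.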
HBB splicing: alters splicing of the hemoglobin beta chain; HBB splicing reporter cell assay, activation; EGFP reporter with mutant IVS2-654 intron; response scale: normalised to 500 nM splice-correcting PNA; Potency, µM (highest dose often 46.1 µM), inactives show top-dose activation, actives largely listed as activators; 0.06% of 65,000 active; further: potency means the concentration at half of the fitted maximal effect; 0% is about no effect
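Compounds were applied for 2 days to HeLa EGFP-654 cells, 500/well in Optimem with 2% FCS. The reporter's EGFP is disrupted by mis-splicing of beta-globin intron IVS2-654. Readout: summed well GFP fluorescence from 488 nm laser scanning; reference was 500 nM antisense […] 654 PNA.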
Hsp90 Hop PPI: changes Hsp90-Hop TPR2A binding signal, up or down; 0.44% of 71,000 active; AlphaScreen TPR2A-His6 binding biotin-Hsp90 C-terminal peptide; AID 595; Potency, µM (titrated, usually from 57 µM), inactives show at the top dose activity change, negative = inhibition; active means well fitted curve in either direction with a large enough effect; inconclusive means small, poorly fitted or top-dose-only effect, or another doubt; further: potency means the concentration at half of the fitted maximal effect; on the % scale 0 is the no-effect control and ±100 the full control effect; many of its hits are not listed in these tables
DNA Pol III inh: blocks replication by bacterial DNA polymerase III holoenzyme; AID 603; Potency, µM (highest dose often 57.1 µM), for inactives: at the top dose activity change, negative = inhibition; 0.25% of 71,000 active; reconstituted DNA polymerase III holoenzyme replication, biochemical; further: potency means the concentration at half of the fitted maximal effect; on the % scale 0 is the no-effect control and ±100 the full control effect
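Reconstituted *E. coli* holoenzyme (0.35 nM Pol III, 1 nM beta, 154 nM SSB, 2 nM primase) was preincubated with compound for 15 min at RT. Synthesis on 1.4 nM ssM13Gori ran 35 min, then was stopped with PicoGreen/EDTA and read as dsDNA fluorescence.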
FLuc inh: inhibitors of firefly luciferase. purified firefly luciferase, luminescence, 8 min. 2.2% of 72,000 active. Potency, µM (top dose mostly 57.1 µM), for inactives: at the top dose activity change, negative = inhibition, most hits filed as inhibitors. P08659; further: potency means the concentration at half of the fitted maximal effect; on the % scale 0 is the no-effect control and ±100 the full control effect; nearly all actives have a fitted effect of over 40% in size
Target sequence (P08659 whole entry, looked up): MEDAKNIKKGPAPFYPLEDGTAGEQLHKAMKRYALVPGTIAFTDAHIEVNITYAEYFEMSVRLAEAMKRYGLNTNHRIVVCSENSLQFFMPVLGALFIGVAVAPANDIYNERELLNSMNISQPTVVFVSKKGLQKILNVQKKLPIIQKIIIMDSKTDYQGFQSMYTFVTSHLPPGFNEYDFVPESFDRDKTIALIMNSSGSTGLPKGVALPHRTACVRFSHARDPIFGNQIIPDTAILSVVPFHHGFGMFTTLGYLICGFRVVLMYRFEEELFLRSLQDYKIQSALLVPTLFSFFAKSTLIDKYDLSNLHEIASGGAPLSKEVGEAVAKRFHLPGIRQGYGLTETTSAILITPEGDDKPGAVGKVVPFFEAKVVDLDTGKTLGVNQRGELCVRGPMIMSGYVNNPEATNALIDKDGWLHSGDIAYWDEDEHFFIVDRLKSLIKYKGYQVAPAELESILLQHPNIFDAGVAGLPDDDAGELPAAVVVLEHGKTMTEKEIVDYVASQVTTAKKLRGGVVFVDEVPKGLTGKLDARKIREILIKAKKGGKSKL
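Inhibition of light generation by firefly luciferase from ATP and luciferin was profiled with concentration-response curves per sample, ATP held at 10 uM within the enzyme's linear range. Plates were read by luminescence after an 8-minute ambient incubation.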
CRE Fsk mod: CRE-bla signaling modulation under forskolin stimulation; CHO CRE-bla reporter (cAMP response element driving beta-lactamase), forskolin EC10, beta-lactamase ratio; Potency, µM (doses to about 38.2 µM), for inactives: at the highest dose activity change, negative = inhibition, hits mostly activators; 2.5% of 71,000 active; active means well fitted activation curve with a large enough effect in the signal ratio, with a control signal flat, not every such curve was filed as active; inconclusive means small, poorly fitted or top-dose-only effect, or effect the other way, or a change in a side signal; the % refers to the signal ratio; further: potency means the concentration at half of the fitted maximal effect; % of control where 0% means no effect
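Beta-lactamase reporter under a cAMP responsive element in CHO cells; compounds tested in titration series against EC10 NKH 477, 3 h at 37 °C. Read-out: CCF4 FRET ratio 460nm/530nm (excitation 405nm) giving %Activity, fitted to AC50.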
Texas Red fluor: Texas Red region autofluorescence; Compound fluorescence, Texas Red channel, 547/618 nm; active compounds read high; max dye-equivalent concentration, M; 0.06% of 59,000 active; in the data active means max dye-equivalent concentration above about 10 nM; inconclusive means between about 1.1 nM and that limit
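Texas Red-region profiling: compounds in 100 mM Tris pH 8.0 were read at 547/618 nm after 15 min at room temperature. Intensities were normalized against a six-point Texas Red standard series to give dye-equivalent concentration.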
ERK AVP block: blocks ERK signaling stimulated by vasopressin. HEK293-V1b, vasopressin-stimulated pERK AlphaScreen. Potency, µM (highest dose often 57.5 µM), for inactives: at the top dose activity, negative = inhibition, hits mostly inhibitors. 0.99% of 72,000 active. AID 995; further: potency means the concentration at half of the fitted maximal effect; on the % scale 0 is the no-effect control and ±100 the full control effect; nearly all actives have a fitted effect of over 55% in size
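HEK293 cells stably expressing V1b receptor, preincubated 30 min at 37 °C with compound, then stimulated 5 min with 25 nM vasopressin. Phospho-ERK by AlphaScreen SureFire after 5 h RT; normalized to DMSO and vasopressin; AC50 by Hill fit.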
Numbers without * were called inactive; i = inactive; ? = inconclusive; . = not tested or not shown; [ ] = dose if it differs, or a comment. Unless noted, the call rests on the fitted dose curve; in most records, active means well fitted curve in the direction sought with a large enough effect; inconclusive means small, poorly fitted or top-dose-only effect, or another doubt; inactive means no such curve, though single readings can be large; an effect the other way counts as inactive or inconclusive. Only part of the results is shown; the hit share may differ from the screen's.

Structure | HADH2 inh | Rhodamine autofl | HBB splicing | ALOX15 inhib | Texas Red fluor | ERK AVP block | Hsp90 Hop PPI | CRE Fsk mod | FLuc inh | DNA Pol III inh | Tau fil binding
CCN1C(=O)/C(=C\N2CCN(c3ccccc3)CC2)SC1=S | -1% | i | 3.8%[0.369 µM] | -21% | i | ? | -8% | 5% | 3% | -6% | 85%
O=C(CCCn1c(=O)[nH]c2ccsc2c1=O)NCc1cccs1 | -7% | i | -0.4% | 7% | i | 12% | -2% | -3% | 3% | 3% | 0%
Cc1ccc(S(=O)(=O)N2CCN(C(=O)COC(=O)c3cc(C)oc3C)CC2)cc1 | 9% | i | -0.3%[57.5 µM] | ? | i | -7% | -3% | -8% | 3% | -6% | 5%
Cc1cc(Nc2nnnn2-c2ccccc2)n(-c2ccc(Cl)cc2)n1 | 7% | i | -2.3% | -5% | ? | -2% | -9% | ? | 5% | -6% | -9%
COc1ccc(NC(=O)N2CCCC3(CCN(C(C)=O)CC3)C2)cc1 | 2% | i | 5.7% | 2% | i | 5% | -6% | -2% | 1%[11.4 µM] | 0% | -3%
CNc1ccnc(-c2c(C)noc2C)n1 | 32%[activator] | i | -1.5% | 2% | i | 13% | -1% | ? | 1%[2.29 µM] | -7% | 2%
O=c1onc2n1-c1cc(Br)ccc1OC2 | 7% | i | -1.1% | 16% | i | 5% | -1% | 8% | 0% | 5% | 0%
CC1=C(C(=O)NC(C)c2ccc3c(c2)OCCO3)C2(CCC(C)CC2)OC1=O (stereo not given) | -2% | . | -0.5% | -12% | . | -5% | 0% | -11% | -1% | -2% | -17%
O=C(c1cc(-c2ccncc2)nc2ccccc12)N1CCN(c2ccc(N3CCOCC3)nn2)CC1 | 19% | i | 7.3% | 8% | i | -16% | -7% | ? | -6% | 5% | -4%
COc1cccc(NC(=O)CN(c2cccc(C(F)(F)F)c2)S(C)(=O)=O)c1 | 2%[11.4 µM] | . | -0.9%[0.0738 µM] | -4%[11.4 µM] | . | 12% | -5%[11 µM] | ? | 3% | 6%[11.4 µM] | -8%[11.4 µM]
O=C1C2C3CCCC3=C3CCCC3C2C(=O)N1c1ccccc1 (stereo not given) | 12% | . | 0.9% | 20µM* | . | -2% | 3% | 3% | 2% | -2% | 1%
Nc1nc(-c2ccc(Cl)cc2)nn1C(=O)c1cccnc1 | -2% | i | -0.7% | -4% | ? | -26% | -2% | -4% | -7% | -1% | -7%
Cc1ccc2c(c1)NC(=O)C(CC(=O)O)O2 (stereo not given) | -8% | . | 0.7% | 0% | . | . | 0% | -2% | 4% | -1% | -1%
O=C(CCN1C(=O)C2C3C=CC(C3)C2C1=O)Nc1ccc2c(c1)OCO2 (stereo not given) | 10% | i | 0.2% | 7% | i | 14% | -6% | ? | -3% | -5% | -16%
N#Cc1cc(-c2ccccc2)oc1NC(=O)c1ccco1 | -20% | i | 0.7% | 2% | ? | -7% | -5% | ? | 25µM* | 1% | 6%
O=C(c1ccco1)N1CCN(C(c2ccccc2Cl)c2nnnn2Cc2ccco2)CC1 (stereo not given) | -23% | i | -3.4% | -23% | ? | -24% | -6% | -4% | 1% | -6% | 5%
CC(=O)N1CCC2(CC1)CC(=O)c1cc(OCC(=O)NCc3ccc(C)cc3)ccc1O2 | -4% | i | -1.4% | 2% | i | 8% | -4% | -8% | -7% | -8% | -6%
Cc1cc(NCCN2CCCCC2)n2c(nc3ccccc32)c1C#N | ? | i | -1.5%[57.5 µM] | 4% | i | 19% | -2% | 10% | 4% | -6% | 4%
CCn1cnc2sc(C(=O)N(Cc3ccc(N(C)C)cc3)Cc3ccco3)c(C)c2c1=O | -13% | i | -0.3% | -10% | i | 4% | ? | 13µM* | 0% | 2% | -3%
Cn1c(=O)c2c(-c3ccccc3)n(-c3ccccc3O)cc2n(C)c1=O | ? | i | -1.3% | 3% | ? | -18% | -7% | 9% | 0% | -1% | 47%

Complete entries from above. Order of values: HADH2 inh	Rhodamine autofl	HBB splicing	ALOX15 inhib	Texas Red fluor	ERK AVP block	Hsp90 Hop PPI	CRE Fsk mod	FLuc inh	DNA Pol III inh	Tau fil binding
O=C1C2C3CCCC3=C3CCCC3C2C(=O)N1c1ccccc1 (stereo not given) across the screens: 12%	.	0.9%	20µM*	.	-2%	3%	3%	2%	-2%	1%
Cc1ccc2c(c1)NC(=O)C(CC(=O)O)O2 (stereo not given) across the screens: -8%	.	0.7%	0%	.	.	0%	-2%	4%	-1%	-1%
N#Cc1cc(-c2ccccc2)oc1NC(=O)c1ccco1 across the screens: -20%	i	0.7%	2%	?	-7%	-5%	?	25µM*	1%	6%
CCn1cnc2sc(C(=O)N(Cc3ccc(N(C)C)cc3)Cc3ccco3)c(C)c2c1=O across the screens: -13%	i	-0.3%	-10%	i	4%	?	13µM*	0%	2%	-3%

Later entries
Structure | HADH2 inh | Rhodamine autofl | HBB splicing | ALOX15 inhib | Texas Red fluor | ERK AVP block | Hsp90 Hop PPI | CRE Fsk mod | FLuc inh | DNA Pol III inh | Tau fil binding
CC1(C)OCC(CSC2=C(SCC3COC(C)(C)O3)C(=O)c3ncccc3C2=O)O1 (stereo not given) | ? | . | ? | ? | . | 16µM* | 16µM* | 7% | . | -8% | 16µM*
N#CCCn1c(=O)cnc2cnc(Oc3cccc(Cl)c3)nc21 | -11% | i | 0.8% | 8% | i | -24% | 0% | 3% | 2%[11.4 µM] | 1% | -2%
Cn1c(CCC(=O)Nc2ccc(N3CCOCC3)cc2)nc(=O)c2ccccc21 | 2% | i | -1.7% | -2% | ? | 4% | -14% | -14% | -2% | -1% | -18%
COc1cc(NC2c3ccccc3C(=O)N2c2ccc(C)cn2)cc(OC)c1OC (stereo not given) | 7% | . | -0.9% | -14% | . | 8% | -2%[2.3 µM] | 21% | -2% | -1% | -26%
COc1ccc(CC(=O)Nc2cc(C)on2)cc1 | -22% | i | 0.7% | 1% | i | -1% | -1% | -1% | -3% | -13% | -4%
CC(C)NCC(O)COc1c(F)cc(Br)cc1F (stereo not given) | 1% | i | 0.6% | -2% | ? | 0% | -5% | -2% | 1% | 5% | -25%
O=C(NC12CC3CC(CC(C3)C1)C2)C1=COCCO1 | -16% | i | 0.8% | 3% | i | 3% | -8% | 6% | 0% | 0% | -6%
CCOC(=O)N1CCC(NC(=O)c2cc(C)c3c(C)nn(-c4ccccc4)c3n2)CC1 | 231%[activator] | i | 2.4% | 9% | i | 14% | -1% | -5% | 0% | 1% | 5%
CSc1cc(C)nc(NC(C)=O)n1 | 3% | i | 0.6% | -1% | i | 12% | ? | 6% | 0% | -1% | -1%
Cc1ccc(NC(=O)CS(=O)CC(=O)N(C2CCCC2)C(C)C(=O)NC2CCCCC2)cc1 (stereo not given) | 9% | i | -0.6% | 0% | i | -3% | -9% | -14% | 3% | -8% | -2%
CCC(=O)NC1(C(F)(F)F)C(=O)NC(C)=C1C#N (stereo not given) | -2% | i | -0.2% | 5% | i | 4% | 1% | 4% | 2% | -3% | 19%
CC1CCC(n2c(=S)[nH]c3ccccc3c2=O)CC1 (stereo not given) | 9% | . | -0.3%[9.22 µM] | -15% | . | 3% | -4% | ? | -5% | -2% | 24%
COc1cc2c(cc1OC)C1=C(C#N)CN(C3CCCCC3)CN1CC2 | -6% | . | -0.2% | -5% | . | . | -8% | 1.6µM* | -2% | 6% | 3%
CCOC(=O)C1=C(C)N=c2s/c(=C3\C(=O)Nc4ccccc43)c(=O)n2C1c1ccc2c(c1)OCO2 (stereo not given) | ? | i | 0.9% | -19% | ? | -8% | -27% | -8% | -5% | -4% | ?
O=C(CCCOc1ccc(Cl)cc1)Nc1nncs1 | 10% | i | . | 7% | i | -9% | -3% | -4% | 0% | 3% | -3%
CS(=O)(=O)N1CCC(C(=O)Nc2ccc(Oc3ccccc3)cc2)CC1 | 1% | i | 1.7% | 10% | i | -8% | 1% | -3% | -1% | 8% | 16%
O=C1c2ccc(Oc3ccc4c(c3)C(=O)N(CCCCO)C4=O)cc2C(=O)N1CCCCO | 2% | i | 0.2%[57.5 µM] | 11% | i | 20µM* | -4% | 19% | 1% | ? | 0%
CCOc1ccc(-n2cnnn2)cc1S(=O)(=O)N1CCCCC1 | 6% | i | 0.3% | 1% | i | -17% | 0% | 0% | 1% | -4% | 4%
O=C(O)CSCC(=O)NCc1ccccc1 | 10% | i | . | 2% | ? | 9% | -3% | 4% | 3% | 1% | -4%
